High-throughput results (PubChem BioAssay)
LGR2 antag: blocks bursicon-induced cAMP signaling via Drosophila LGR2; actives 0.35% (n = 380,000); inhibition, % at 9.99 µM; AID 720647; HEK293 LGR2, CRE-luciferase, bursicon-stimulated, 4 h;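 active = drop in luminescence signal, shown as inhibition above about 50% in the replicate tests, limit read from the data, passing the limit was not always enough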;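 also: agonist challenge used bursicon conditioned medium at about half maximal strength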
GSIS activator: primary screen for activators of insulin secretion dependent on glucose, INS-1E cells, GLuc reporter luminescence | INS-1E GLuc reporter insulin secretion, 2-3 h | activation, % at 16.6 µM | actives 0.61% (n = 370,000);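 active = lowest replicate activation of at least 40%, so every replicate reaches that level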;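 also: 0% = median of neutral control wells and 100% = median of IBMX positive control wells; some compounds called inactive have numbers as strong as hits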
PAX8 reporter: inhibitors of PAX8 transcriptional activity in RMG-I cells; RMG-I TPO-luciferase reporter, SteadyGlo, 24 h; inhibition, % at 12.6 µM; actives 1.2% (n = 360,000);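 active = mean replicate inhibition at least 60% with every replicate also reaching 60%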;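 also: luciferase light reporting Pax8 driven TPO promoter activity; plate controls were median of neutral control wells for no effect and mitoxantrone controls for full effect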
* = called active by the depositor. These rows are one share of the data; the hit share may differ from the screen's.

SMILES | LGR2 antag | GSIS activator | PAX8 reporter
Cc1cc(C)n2c(Nc3ccc4c(c3)OCCO4)c(-c3cc4ccccc4o3)nc2n1 | 92.2* | 30.5 | -59.7
COC(=O)[C@]12CCCCC=C1N(CCc1ccc(OC)c(OC)c1)C(=O)[C@H](CC(=O)NCc1cccc(C(F)(F)F)c1)C2 | -14.5 | -45.5 | 16.8
COC(=O)[C@@]12C[C@@H](CC(=O)NCC3CCCCC3)C(=O)N(Cc3cccc4ccccc34)C1=CCC(C)(C)C2 | 10.4 | -7.6 | -4.0
O=C(Nc1cccc(F)c1)c1ccc(-c2ccccc2C(F)(F)F)o1 | -46.9 | 3.5 | -76.8
COc1ccc(NC(=O)CCCSc2ccccc2)cc1 | -38.2 | -13.9 | -6.2
COCCNC(=O)[C@H]1[C@H](CO)[C@H]2Cn3c(ccc(-c4ccccc4F)c3=O)[C@H]2N1C(=O)C1CCC1 | 11.6 | 4.8 | -5.2
Cc1ccc(CN2CCC=CS2(=O)=O)cc1 | -0.2 | 23.6 | -8.1
Cc1nc(-c2ccccc2)cn(O)c1=O | 19.8 | 6.9 | 9.3
CN(CCCCCC(=O)/C=N/O)Cc1ccccc1 | 7.6 | 9.7 | 10.7
Cc1cccc(C)c1N1C(=O)c2ccccc2NC(=O)C1C(=O)Nc1ccc2c(c1)OCCO2 (configuration not stated) | -9.7 | -19.8 | -14.0
COc1ccc(OC)c(CN2C(=O)c3ccccc3C2c2nnnn2C(C)C)c1 (configuration not stated) | -9.3 | 10.8 | 24.6
Nc1[nH]c(C(=O)c2ccccc2)c(-c2cccc(C(F)(F)F)c2)c1C(=O)c1c[nH]c2ccccc12 | 0.7 | -18.9 | 24.6
Cc1ccc(OC2CCN(C(=O)[C@@H](Cc3ccccc3)NC(=O)[C@H]3O[C@@H](n4ccc(=O)[nH]c4=O)[C@H](O)[C@@H]3O)CC2)cc1 | -10.4 | -7.3 | 7.2
O=C(Nc1ccc(Cl)c(C(F)(F)F)c1)NC1CC2CCCC(C1)N2Cc1ccccc1 (configuration not stated) | 82.2* | -9.3 | 29.5
CC(=O)c1cccc(OCC(O)CNCC2COc3ccccc3O2)c1 (configuration not stated) | 3.8 | -18.2 | 1.0
CCc1nc2scc(-c3ccc(C)cc3)c2c(=O)n1N | -3.8 | 23.9 | -17.7
CCCCCc1cc(=O)[nH]c(=S)[nH]1 | -12.0 | 29.0 | 5.0
O=C(/C=C/c1c(Cl)nc2ccccn12)N1CCCCC1 | -17.6 | 3.7 | -75.6
O=Cc1cn[nH]c1-c1cccc([N+](=O)[O-])c1 | 5.4 | -2.2 | -11.1
COc1ccc(CCN2C(=O)c3ccccc3C2c2nnnn2-c2ccc3c(c2)OCCO3)cc1OC (configuration not stated) | -9.4 | 14.8 | -14.9
Cc1ccc(-c2nc3c(Cl)cc(C(F)(F)F)cn3c2Cc2ccccc2C(F)(F)F)cc1 | 4.2 | -46.3 | 1.4
Cc1cc(O)cc(=O)n1-c1cc(F)c(F)c(F)c1 | 1.4 | -4.2 | -4.8
CCCCCCn1cc(CN2CC(N3CCN(C)CC3)CS2(=O)=O)nn1 (configuration not stated) | 2.0 | 7.3 | -1.4
O=C(CN1C(=O)c2ccc([N+](=O)[O-])cc2C1=O)NCC1CCCO1 (configuration not stated) | -3.6 | -15.6 | 1.9
COc1cc(/C=C2/NC(=O)N(c3cccc(Cl)c3)C2=O)ccc1O | -2.3 | 5.5 | 11.7
CCCCNc1nc2ccccc2n1CC(=O)Nc1ccc2c(c1)OCCO2 | 6.7 | -9.6 | 18.9
CC1CC(C)CN(C(=O)Nc2ccc(Br)cc2)C1 (configuration not stated) | 1.8 | 4.0 | -0.9
Cn1c(CNC(=O)c2ccccc2F)nnc1SCc1nc2ccccc2c(=O)[nH]1 | 7.1 | 11.0 | 6.9
COc1ccc2c3c([nH]c2c1)[C@@H](CO)N(C(=O)C1CCCC1)CC31CCN(C(=O)NC(C)C)CC1 | 2.0 | 4.5 | -1.9
Cc1ccc(CCNC(=O)CCS(=O)(=O)c2ccc(Br)cc2)cc1 | 7.9 | -6.8 | 0.8
Nc1[nH]c(C(=O)c2ccc(Br)cc2)c(-c2ccc(Cl)cc2)c1C(=O)NCCc1c[nH]c2ccccc12 | -3.0 | -38.4 | 6.1
COc1ccc(C(=O)NCC(=O)OCC(=O)c2cc(OC)c(OC)c(OC)c2)cc1OC | 5.1 | 24.9 | -9.0
O=C(NCc1ccc(F)cc1)c1cccc2c1C(=O)c1ccc(Cl)cc1S2(=O)=O | -14.1 | 11.4 | -2.3
Cc1ccc(C(c2c(O)nc3n(c2=O)CCS3)c2c(O)nc3n(c2=O)CCS3)cc1 | 6.1 | 3.9 | -16.3
O=C(Nc1ccccc1)n1ccc(-c2ccc(-n3ccnc3)cc2)n1 | -41.9 | 20.7 | -41.8
COC(=O)[C@@]1(Cc2ccc(F)cc2)[C@H]2c3cc(C(=O)N(C)C)n(Cc4cc(F)cc5c4OCOC5)c3C[C@H]2CN1C(=O)c1ccccc1 | 2.3 | -21.5 | -5.9
S=C(SCc1nc(-c2ccc(Cl)cc2)no1)N1CCSCC1 | -54.6 | -1.5 | -130.1
O=C(NCc1ccccc1)C1C(=O)Nc2ccccc2C(=O)N1C1CCCC1 (configuration not stated) | -2.1 | 10.9 | -8.7
Cn1nc(C(=O)Nc2nc3ccccc3[nH]2)ccc1=O | -20.8 | -2.2 | -96.3
COc1ccccc1S(=O)(=O)N[C@@H]1CC[C@H](CCn2cc(C3CCCC3)nn2)O[C@@H]1CO | -0.9 | 18.8 | -33.5
O=C(N/N=C/C=C\c1cccc([N+](=O)[O-])c1)c1ccccn1 | -41.8 | 0.9 | -25.6
CN1CCCCC(NC(=O)C23CC4CC(CC(C4)C2)C3)C1=O (configuration not stated) | 19.4 | -8.6 | 24.5
CN1C(=O)c2cc(NC(=O)C3CCCC3)ccc2OC[C@@H]2O[C@H](CC(=O)NCc3ccccc3F)CC[C@H]21 | 14.9 | 1.5 | -16.7
CCCC(=O)Nc1cc(C(=O)O)ccc1S(=O)(=O)c1ccc(C)cc1 | 6.6 | 18.6 | -11.4
Cc1ccc(CN2CCN(Cc3cn(C)nc3C)CC2CCO)o1 (configuration not stated) | -16.9 | 4.1 | 20.9
Cc1cccc(NC(=O)C(=O)NCCCc2ccccc2)c1 | -56.7 | -1.2 | -63.3
C/C(=N\Nc1ccc(S(=O)(=O)Nc2ccccc2)cc1[N+](=O)[O-])c1ccncc1 | 0.0 | -10.6 | 30.1
Cc1nc(C)c(C(=O)NNS(=O)(=O)c2ccc([N+](=O)[O-])cc2)s1 | 2.2 | -12.4 | -2.9
COc1ccc(/C=N/NC(=O)C(C)N(c2ccc(OC)cc2)S(C)(=O)=O)cc1 (configuration not stated) | -47.2 | -7.0 | -9.7
S=C(SCc1c(Cl)cccc1Cl)N1CCSCC1 | -5.5 | -7.2 | -19.8
CCOC(=O)[C@]12CCC=C1N(Cc1cccc3ccccc13)C(=O)[C@H](CC(=O)N1CCOCC1)C2 | 19.0 | 1.7 | 15.3
O=C(NCc1ccccc1)C(c1ccc(-c2ccccc2)cc1)N1CCN(c2ccccc2F)CC1 (configuration not stated) | 5.4 | 33.6 | -2.8
Cc1cccc(OCCCN2CCC(C(O)(c3ccccc3)c3ccccc3)CC2)c1 | -1.2 | 1.5 | 0.7
COc1ccc(-c2cccc3c4c([nH]c23)[C@@H]2C[C@H]3[C@@H](C(=O)N2CC4)[C@H](C)ON3C)cc1 | -16.0 | 13.5 | 3.4
O=C1O[C@@H](c2ccccc2)C[C@@H](O)C(=O)CCCc2ccccc21 | 5.0 | 4.0 | -4.9
O=C(O)c1cc(-c2c[nH]c3ccccc23)nc2ccc3ccccc3c12 | 14.4 | -11.9 | -11.8
O=C(NC1CCN(Cc2ccccc2)C1)c1cc(COc2ccc(F)cc2F)on1 (configuration not stated) | -13.3 | 10.1 | -16.6
CC(C)C[C@@H]1COc2cccc(N3CCN(Cc4ccccc4F)CC3)c2S(=O)(=O)N1 | -10.6 | -22.4 | 7.8
COc1ccc(-c2oc3ccc(-c4cc(OC)c(OC)c(OC)c4)cc3c2-c2ccc(OC)cc2)cc1 | 6.4 | -10.0 | -0.3
Cc1ccccc1S(=O)(=O)N1CCCc2nc(-c3ccc(Br)cc3)ccc21 | -19.1 | 20.1 | -0.6

The results go on.
SMILES | LGR2 antag | GSIS activator | PAX8 reporter
CCOC(=O)C1=CCN(S(=O)(=O)c2ccc(Br)cc2)C1c1cccc(Cl)c1 (configuration not stated) | 14.7 | -4.5 | -5.4
O=C(CSc1ncnc2nc[nH]c12)Nc1nnc(SCc2ccc(Cl)c(Cl)c2)s1 | 13.2 | -1.8 | -5.7
Cc1ccccc1NC(=O)c1ccc(Cl)c(NC(=O)c2ccncc2)c1 | 15.1 | 1.4 | -9.5
Cc1ccc(-c2nc3cc(C)c(Br)c(C)n3c2CC2CCCCC2)cc1 | 4.2 | -9.1 | 11.6
Cc1ccc(S(=O)(=O)N2CCC(=O)N([C@H](COCc3ccc(Cl)cc3)C(C)C)CC2)cc1 | 4.1 | -30.9 | 24.8
COC(=O)CC#C[C@H](C)[C@@H](NS(C)(=O)=O)C(C)(C)COCc1ccccc1 | -1.2 | -1.0 | 4.3
O=C(CCCOc1ccc(Cl)cc1Cl)NCc1ccccn1 | -8.3 | 5.3 | 0.8
O=C(C[C@H]1C[C@@H]2c3cc(NC(=O)NC4CCCC4)ccc3O[C@@H]2[C@H](CO)O1)NCc1ccccn1 | 11.6 | -1.0 | -22.7
Nc1[nH]c(C(=O)c2ccccc2)c(-c2cccc3ccccc23)c1C(=O)NCc1ccc(F)c(F)c1 | -6.5 | -45.9 | -16.1
COC(=O)C[C@@H]1C=C[C@@H](NC(C)=O)[C@@H](CO)O1 | 4.0 | 22.6 | -2.7
Cc1nn(C)cc1[C@@H]1C[C@H]2CN(Cc3cccc(Cl)c3)C(=O)[C@]23CCCN13 | 0.0 | -2.1 | -2.2
COC(=O)CCN(Cc1cccc(OC)c1OC)S(=O)(=O)c1ccccc1Br | -9.7 | -8.6 | -18.5
CC(C)(C)NC(=O)C(c1cccc2ccccc12)n1c(=O)c(-c2cc3ccccc3[nH]2)nc2ccccc21 (configuration not stated) | 1.5 | 3.9 | 53.3
CC(C)C[C@@H](CN1CCCC1CN1C(=S)NC[C@@H]1Cc1ccccc1)N1C[C@H](Cc2ccccc2)N(CCc2ccccc2)C1=S (some centres not stated) | 15.2 | 4.6 | 0.6
CC1(c2nnnn2-c2ccc3c(c2)OCCO3)CCC(=O)N1CCCn1ccnc1 (configuration not stated) | -12.7 | 11.1 | -0.2
Cc1nc(C)c(C(=O)NNS(=O)(=O)c2ccc3ccccc3c2)s1 | -9.8 | -22.6 | -13.5
CCN(CC(=O)Nc1c(F)cccc1F)C(=O)CNC(=O)c1cccc(C)c1 | 14.2 | 12.0 | -1.4
Cc1cc(N/N=C/c2ccco2)c2ccccc2n1 | -3.9 | 22.5 | -18.7
O=C(NN=C1CCCCCCC1)c1ccc(F)cc1 | -29.0 | -0.4 | -8.8
CCOc1cc(C(=O)OCC(=O)Nc2c(C)cccc2C)ccc1OCC(=O)N1CCOCC1 | 12.2 | 0.9 | 11.7
CC1(C(=O)NCc2ccccc2)CSCC(=O)N1CCOc1ccccc1 (configuration not stated) | 11.1 | -14.5 | 2.1
CC(=O)Nc1ccccc1C(=O)C(=O)Nc1cccc(C(=O)NCc2ccc(C)cc2)c1 | 14.2 | -27.7 | -1.8

Gathered by group: the entries above containing an aryl methoxy group.
SMILES | LGR2 antag | GSIS activator | PAX8 reporter
COC(=O)[C@]12CCCCC=C1N(CCc1ccc(OC)c(OC)c1)C(=O)[C@H](CC(=O)NCc1cccc(C(F)(F)F)c1)C2 | -14.5 | -45.5 | 16.8
COc1ccc(NC(=O)CCCSc2ccccc2)cc1 | -38.2 | -13.9 | -6.2
COc1ccc(OC)c(CN2C(=O)c3ccccc3C2c2nnnn2C(C)C)c1 (configuration not stated) | -9.3 | 10.8 | 24.6
COc1ccc(CCN2C(=O)c3ccccc3C2c2nnnn2-c2ccc3c(c2)OCCO3)cc1OC (configuration not stated) | -9.4 | 14.8 | -14.9
COc1cc(/C=C2/NC(=O)N(c3cccc(Cl)c3)C2=O)ccc1O | -2.3 | 5.5 | 11.7
COc1ccc2c3c([nH]c2c1)[C@@H](CO)N(C(=O)C1CCCC1)CC31CCN(C(=O)NC(C)C)CC1 | 2.0 | 4.5 | -1.9
COc1ccc(C(=O)NCC(=O)OCC(=O)c2cc(OC)c(OC)c(OC)c2)cc1OC | 5.1 | 24.9 | -9.0
COc1ccccc1S(=O)(=O)N[C@@H]1CC[C@H](CCn2cc(C3CCCC3)nn2)O[C@@H]1CO | -0.9 | 18.8 | -33.5
COc1ccc(/C=N/NC(=O)C(C)N(c2ccc(OC)cc2)S(C)(=O)=O)cc1 (configuration not stated) | -47.2 | -7.0 | -9.7
COc1ccc(-c2cccc3c4c([nH]c23)[C@@H]2C[C@H]3[C@@H](C(=O)N2CC4)[C@H](C)ON3C)cc1 | -16.0 | 13.5 | 3.4
COc1ccc(-c2oc3ccc(-c4cc(OC)c(OC)c(OC)c4)cc3c2-c2ccc(OC)cc2)cc1 | 6.4 | -10.0 | -0.3
COC(=O)CCN(Cc1cccc(OC)c1OC)S(=O)(=O)c1ccccc1Br | -9.7 | -8.6 | -18.5
